From PubChem BioAssay
EPAC2 antagonist – antagonists of human EPAC2. Q8WZA2. EPAC2 GEF exchange of Rap1B-BODIPY-GDP, fluorescence. Potency, µM (top dose mostly 114 µM), for the others: top-dose activity, negative = inhibition, actives largely listed as inhibitors. actives 0.18% (n = 360,000). AID 720708; also: potency is read from the fitted curve at half-maximal effect; % is scaled to controls: 0 for no effect and ±100 for the full control effect; nearly all actives have a fitted effect of over 45% in size; many of its hits are not listed in these tables
Target sequence (Q8WZA2 whole entry, looked up): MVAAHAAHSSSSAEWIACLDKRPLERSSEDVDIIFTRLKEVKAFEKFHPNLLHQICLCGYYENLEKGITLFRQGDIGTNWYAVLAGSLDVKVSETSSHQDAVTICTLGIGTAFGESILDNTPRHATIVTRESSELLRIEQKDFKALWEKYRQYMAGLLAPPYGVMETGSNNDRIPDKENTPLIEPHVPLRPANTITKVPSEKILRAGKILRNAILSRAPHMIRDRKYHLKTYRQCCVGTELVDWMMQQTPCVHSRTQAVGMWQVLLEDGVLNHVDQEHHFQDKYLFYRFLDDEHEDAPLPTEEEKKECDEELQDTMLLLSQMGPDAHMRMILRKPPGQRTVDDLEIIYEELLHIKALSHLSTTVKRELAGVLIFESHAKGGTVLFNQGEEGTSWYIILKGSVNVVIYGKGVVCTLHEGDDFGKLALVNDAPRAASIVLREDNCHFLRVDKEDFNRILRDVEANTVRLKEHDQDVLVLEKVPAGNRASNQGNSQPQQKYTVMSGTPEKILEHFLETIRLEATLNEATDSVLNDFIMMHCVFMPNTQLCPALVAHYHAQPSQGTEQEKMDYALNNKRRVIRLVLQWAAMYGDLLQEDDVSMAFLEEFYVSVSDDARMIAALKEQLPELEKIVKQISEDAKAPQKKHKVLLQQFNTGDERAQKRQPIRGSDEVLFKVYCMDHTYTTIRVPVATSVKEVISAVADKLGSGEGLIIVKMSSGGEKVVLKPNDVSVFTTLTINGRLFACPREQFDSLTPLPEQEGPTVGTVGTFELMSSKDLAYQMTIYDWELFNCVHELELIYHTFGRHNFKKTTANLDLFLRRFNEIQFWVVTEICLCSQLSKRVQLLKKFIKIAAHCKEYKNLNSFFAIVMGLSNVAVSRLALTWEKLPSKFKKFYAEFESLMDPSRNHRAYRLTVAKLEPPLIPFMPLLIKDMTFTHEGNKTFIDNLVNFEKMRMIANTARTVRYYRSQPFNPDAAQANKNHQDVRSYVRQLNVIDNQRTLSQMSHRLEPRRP
D3 ag – activates the human D3 dopamine receptor; P35462; D3R DiscoveRx beta-arrestin cells, luminescence, 90 min; max activation, %; actives 0.58% (n = 410,000); in the data active = max activation above about 30%; also: 0% is about no effect; mostly tested at two doses, the higher about 12 µM
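Agonist mode: compounds and dopamine controls were applied to plated cells for 90 min at 37 degrees C after an overnight attachment at 1500 cells/well. Luminescent read-out followed 30 - 60 minutes at room temperature with DiscoveRx detection reagent.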
Abeta rescue – A-beta toxicity reversal in yeast; yeast expressing A-beta42, growth rescue, OD600, 48 h; response scale: 0% DMSO, 100% iron-clioquinol control; actives 0.063% (n = 410,000); Potency, µM (titrated, usually from 46.1 µM), inactives show at the top dose growth rescue, most hits filed as activators; also: potency is read from the fitted curve at half-maximal effect; nearly all actives have a fitted effect of over 55% in size
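Yeast A-beta toxicity model in growth medium with pinned compounds, 48 h at 30 C; growth read as absorbance at 600 nm. Normalized to FeCl3/clioquinol equimolar mix (positive) and DMSO (negative).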
FUS suppressor – FUS proteinopathy suppression in yeast; S. cerevisiae FUS-expressing, growth rescue, OD600, 24 h; Potency, µM (series often up to 76.6 µM), for the others: at the top dose growth rescue (activation), most hits filed as activators; actives 0.24% (n = 390,000); AID 1347120;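 also: potency is read from the fitted curve at half-maximal effect; plate controls were DMSO vehicle for no effect and reference control for full effect; nearly all actives have a fitted effect of over 55% in size; some results filed as inactive show a strong effect at the top dose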
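Galactose (2%) drives FUS expression in yeast precultured in raffinose; seeding density OD 0.005. Test compounds incubated 24hr at 30C and 99% humidity before absorbance at 600 nm was measured.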
aSyn rescue – inhibitors of alpha-synuclein toxicity in yeast | actives 0.14% (n = 370,000) | AID 652106 | Potency, µM (doses to about 46.1 µM), without a hit: at the top dose growth rescue (activation), actives largely listed as activators | Yeast expressing alpha-synuclein, growth rescue, BacTiter-Glo, 24 h; also: potency is read from the fitted curve at half-maximal effect; % of control where 0% means no effect; nearly all actives have a fitted effect of over 65% in size
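Screening used galactose-induced yeast with toxic alpha-synuclein levels, exposed to compound for 24 hr at 30 deg C. Cell growth, read with BacTiter-Glo luminescence, gave the measured signal.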
TDP-43 yeast inh – inhibitors of TDP-43 toxicity in yeast | TDP-43 expressing yeast growth rescue, BacTiter-Glo, 24 h | Potency, µM (highest dose often 46.1 µM), for the others: at the top dose growth rescue (activation), actives largely listed as activators | actives 1.8% (n = 410,000) | AID 652104; also: potency is read from the fitted curve at half-maximal effect; % of control where 0% means no effect; nearly all actives have a fitted effect of over 50% in size
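Yeast expressing TDP-43 (pregrown in raffinose, seeded at OD600=0.02 in galactose medium) exposed to compounds 24 hr at 30 deg C. Growth read by BacTiter-Glo luminescence; rescue of toxicity appears as increased signal.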
D3 antag – antagonists of human D3 dopamine receptor; P35462; D3R cells, DiscoveRx beta-arrestin luminescence, antagonist mode; active compounds read low; max response, negative = inhibition, %; actives 2.5% (n = 360,000); AID 652054; in the data active = max response below about -50%; inconclusive = no clear call, values can overlap the other calls; also: % is scaled to controls: 0 for no effect and ±100 for the full control effect; mostly tested at two doses, the higher about 12 µM
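Cells expressing the human receptor were seeded at 1500 cells/well, incubated overnight at 37 degrees C in 5% CO2, then exposed to library compounds with dopamine controls for 90 minutes at 37 degrees C before luminescent detection.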
EPAC2 agonist – EPAC2 (human) agonism. EPAC2 activation, biochemical qHTS; response scale: 100% = 6.5 mM cAMP response. Potency, µM (doses to about 154 µM), for inactives: top-dose activation, usual class: activators. actives 0.079% (n = 360,000). AID 720711; also: potency is read from the fitted curve at half-maximal effect; nearly all actives have a fitted effect of over 50% in size
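Guanine nucleotide exchange by EPAC2 is measured as reduced fluorescence of BODIPY-GDP once it is released from 250 nM Rap1B. Plates are read kinetically for 30 min at room temperature; results are scaled to 6.5 mM cAMP.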
An asterisk follows results filed as active; u = inconclusive; x = no result given; & = joins results of further samples; [ ] = remark or other dose. Unless noted, calls follow the shape of the dose curve; as a rule, active = well fitted curve in the direction sought with a large enough effect; inconclusive = small, poorly fitted or top-dose-only effect, or another doubt; inactive = no such curve, though single readings can be large; an effect the other way counts as inactive or inconclusive. Only part of the results is shown; rates above refer to the full screens.

SMILES	EPAC2 antagonist	D3 ag	Abeta rescue	FUS suppressor	aSyn rescue	TDP-43 yeast inh	D3 antag	EPAC2 agonist
O=C(CC12CC3CC(CC(C3)C1)C2)Nc1ccccc1N1CCOCC1	-5%	-7	19%	35%	8%	-23%[0.397 µM]	-15	11%
CCN(CC)C(=O)CN(c1cc(Cl)ccc1OC)S(=O)(=O)c1ccc(C)c([N+](=O)[O-])c1	0%	2	-2%	x	18%	-2%	4	12%
Cc1cc(C(=O)COC(=O)CNS(=O)(=O)c2ccc3ccccc3c2)c(C)n1-c1ccccc1	-3%	2	4%	x	4%	2%	13	6%
Cc1nc(Cl)c(C#N)cc1-c1ccccc1	4%	2	0%	-12%	1%	0%	21	-13%
CC1(C)CC(=O)C2=C(C1)N(c1ccccc1)C(N)=C(C#N)C2c1cccnc1 (stereo unspecified)	-1%	-9	0%	x	-3%	4%	-20	3%
CCC(C)NC(=O)C1CCN(C(=O)c2ccccc2)CC1 (stereo unspecified)	2%	-5	7%	-14%	-22%	-11%	6	2%
COc1ccc(CCNC(=O)c2ccccc2NS(=O)(=O)c2c(F)cccc2F)cc1	-11%	-13	1%	1%	0%	-11%	2	-4%
Cc1ccc(S(=O)(=O)N2CCN(C(=O)COC(=O)c3cccnc3Cl)CC2)c(C)c1	4%	0	-11%	4%	7%	12%	4	-3%
CCc1[nH]nc2c1C(c1cccc(OC(=O)N3CCOCC3)c1)C(C#N)=C(N)O2 (stereo unspecified)	0%	-7	7%	14%	1%	-17%	-15	5%
COC(=O)c1cc(OC)c(OC)cc1NC(=S)N1CCN(C/C=C/c2ccccc2)CC1	0%	2	4%	19%	-5%	-10%	7	6%
COc1ccc(NC(=O)C(CC(=O)O)Cc2ccc(C)cc2)cc1 (stereo unspecified)	-1%	-3	2%	7%	3%	-19%	-10	2%
O=C(CSc1nnc(CNC(=O)c2c(F)cccc2F)o1)NCC1CCCO1 (stereo unspecified)	8%	18	-1%	x	1%	14%	7	4%
CC(C)c1ccc(C(O)P(=O)(OCc2ccccc2)c2ccc(N(C)C)cc2)cc1 (stereo unspecified)	-16%	-12	28%	11%	3%	14%	-4	-8%
O=C(Cc1cc(=O)[nH]c(=O)[nH]1)NCc1ccccc1	12%	-2	-3%	-10%	1%	7%	-2	3%
O=S(=O)(Cc1ccccc1Cl)NCCc1ccc(F)cc1	5%	-3	12%	13%	16%	u	-4	11%
O=C(NCCNc1ccc([N+](=O)[O-])cc1)c1cccc2c(Br)cccc12	-16%	-18	-15%	x	0%	5%	-58*	13%
Cc1cc(C)n2nc(C(=O)OCCOc3cccc(Br)c3)nc2n1	-8%	1	u	u	1%	u	-5	8%
O=C(CSc1nc(=O)[nH]c2c1CCCC2)Nc1cc(C(F)(F)F)ccc1Cl	x	13	-1%	-7%	x	23%	x	x
O=C(NCC(=O)N1CCOCC1)c1ccc(Br)o1	2%	-15	-22%	23%	-5%	-8%	-3	14%
CC1=C(c2ccc(C)c(C)c2)S(=O)(=O)N=C1N1CCC(C(=O)Nc2cccc(F)c2)CC1	x	-9	7%	-4%	x	5%	x	x
COc1ccccc1N1CCN(C2CCN(S(=O)(=O)c3ccc(C)cc3)CC2)CC1	-7%	-39	-9%	15%	3%	-21%	-70*	1%
CC(C)NC(=O)c1ccc(CSc2nc3ccncc3n2Cc2cccc(F)c2)cc1	x	3	-5%	1%	x	13%	x	x
CCOC(=O)c1c(C)n(C)c2ccc(O)c(CN(C)C)c12	-5%	-2	6%	42%	-17%	2%	u	-84%[inhibitor][15.6 µM]
NC(c1cccc(F)c1)c1nc(-c2ccc(Cl)cc2)cs1 (stereo unspecified)	15%	-16	0%	-9%	-4%	-1%	0	16%
COc1ccc(NC(=O)CCCCCN2C(=O)[C@@H]3Cc4ccccc4CN3C2=O)cc1Cl	6%	1	-6%	9%	-4%	-14%	23	-2%
COc1ccccc1OCc1ccc(C(=O)NCc2ccco2)o1	-3%	15	0%	20%	-4%	-7%	9	6%
COc1cccc(C(=O)Nc2ccc(NC(C)=O)cn2)c1	12%	0	-14%	25%	2%	-9%	-1	-5%
CCc1ccc(S(=O)(=O)Nc2cc3c(cc2N2CCOCC2)n(C)c(=O)c(=O)n3C)cc1	-1%	2&1	2%&-6%	5%&29%	0%	-4%&-5%	2	-3%
COC[C@H]1CCCN1c1ccc2c(c1)O[C@@H](COCc1ccccc1)CN([C@H](C)c1ccccc1)S2(=O)=O	9%	-4	-12%	u	1%	-6%	-22	6%
Nc1cc(N)cc(-c2nc3ccccc3[nH]2)c1	9%	0	1%	u	-7%	12%	8	3%

Some of the entries above, reformatted.
smiles,EPAC2 antagonist,D3 ag,Abeta rescue,FUS suppressor,aSyn rescue,TDP-43 yeast inh,D3 antag,EPAC2 agonist
O=C(Cc1cc(=O)[nH]c(=O)[nH]1)NCc1ccccc1,12%,-2,-3%,-10%,1%,7%,-2,3%
O=S(=O)(Cc1ccccc1Cl)NCCc1ccc(F)cc1,5%,-3,12%,13%,16%,u,-4,11%
O=C(NCCNc1ccc([N+](=O)[O-])cc1)c1cccc2c(Br)cccc12,-16%,-18,-15%,x,0%,5%,-58*,13%
Cc1cc(C)n2nc(C(=O)OCCOc3cccc(Br)c3)nc2n1,-8%,1,u,u,1%,u,-5,8%
O=C(CSc1nc(=O)[nH]c2c1CCCC2)Nc1cc(C(F)(F)F)ccc1Cl,x,13,-1%,-7%,x,23%,x,x
O=C(NCC(=O)N1CCOCC1)c1ccc(Br)o1,2%,-15,-22%,23%,-5%,-8%,-3,14%
CC1=C(c2ccc(C)c(C)c2)S(=O)(=O)N=C1N1CCC(C(=O)Nc2cccc(F)c2)CC1,x,-9,7%,-4%,x,5%,x,x
COc1ccccc1N1CCN(C2CCN(S(=O)(=O)c3ccc(C)cc3)CC2)CC1,-7%,-39,-9%,15%,3%,-21%,-70*,1%
CC(C)NC(=O)c1ccc(CSc2nc3ccncc3n2Cc2cccc(F)c2)cc1,x,3,-5%,1%,x,13%,x,x
CCOC(=O)c1c(C)n(C)c2ccc(O)c(CN(C)C)c12,-5%,-2,6%,42%,-17%,2%,u,-84%[inhibitor][15.6 µM]
NC(c1cccc(F)c1)c1nc(-c2ccc(Cl)cc2)cs1 (stereo unspecified),15%,-16,0%,-9%,-4%,-1%,0,16%
COc1ccc(NC(=O)CCCCCN2C(=O)[C@@H]3Cc4ccccc4CN3C2=O)cc1Cl,6%,1,-6%,9%,-4%,-14%,23,-2%
COc1ccccc1OCc1ccc(C(=O)NCc2ccco2)o1,-3%,15,0%,20%,-4%,-7%,9,6%
COc1cccc(C(=O)Nc2ccc(NC(C)=O)cn2)c1,12%,0,-14%,25%,2%,-9%,-1,-5%

Next section.
SMILES	EPAC2 antagonist	D3 ag	Abeta rescue	FUS suppressor	aSyn rescue	TDP-43 yeast inh	D3 antag	EPAC2 agonist
CC(C)c1ccc2occ(-c3nn[nH]n3)c(=O)c2c1	8%	0	-41%[inhibitor]	17%	-22%	-33%[inhibitor]	-14	22%
NS(=O)(=O)OCC1CCCCC1	9%	2	-7%	-14%	0%	14%	u	12%
CCOC(=O)c1cccc(NC(=O)CSc2nnnn2CC)c1	13%	-8	-16%	19%	-5%	2%	2	-1%
Cc1cc(C(=O)COC(=O)/C=C/c2cccc(F)c2)c(C)n1C	-8%	0	-12%	-8%	0%	3%	14	9%
CC(C)(C)c1cc(N)n(-c2ccc(C(=O)O)cc2)n1	0%	1	-8%	11%	1%	17%[9.22 µM]	5	-5%
CC(=O)c1cc(-c2nc3ccccc3n2C)n(C)c1	4%	-4	22%	14%	-11%	2%	16	-7%
CCOP(=O)(OCC)C(Nc1ccccn1)c1ccccc1 (stereo unspecified)	12%	-6	0%	x	-5%	-14%	-9	6%
O=C(NCC1(c2ccccc2)CCCC1)c1ccccc1	-12%[57.1 µM]	-1	-11%	-10%	4%	13%	-5	12%
CCOCCCN(C(=O)Cn1nnc(-c2ccc(OC)c(OC)c2)n1)C(C(=O)NCC1CCCO1)c1ccc(F)cc1 (stereo unspecified)	-12%	9	0%	13%	2%	-23%	8	7%
Cc1cc([N+](=O)[O-])cc(/C=N\NC(=O)C2COc3ccccc3O2)c1O (stereo unspecified)	-10%	-15	-40%[inhibitor]	1%	20%	u	u	4%
COC(=O)c1ccc2ccn(CC(=O)NC(C)C)c2c1	-1%	-8	1%	0%	-6%	-7%	-9	-6%
N#Cc1cc(S(=O)(=O)c2ccc(Cl)cc2)c(N)[nH]c1=O	-16%	3	11%	16%	-12%	11%	6	3%
COC(=O)c1ccc(NC(=O)Nc2cccc(F)c2)cc1	5%	9	-3%	11%	-9%	4%[0.397 µM]	4	-3%
Cn1cc(C[C@H](NC(=O)OC(C)(C)C)C(=O)N[C@@H](CO)Cc2ccccc2)c2ccccc21	-6%	0	-2%	36%	-7%	0%	-18	2%
CC(OC(=O)C1CCN(S(=O)(=O)c2ccc(Cl)cc2)CC1)C(=O)N1CCc2ccccc21 (stereo unspecified)	-2%	7	-11%	25%	-3%	-13%	0	4%
CCn1c(=N)n(CC(=O)OC)c2ccccc21	11%	5	-3%	28%	-8%	-17%	-5	-11%
CSc1ccc(C#N)cc1NC(=O)c1ccc(Cl)nc1	-18%	2	3%	9%	0%	18%	6	2%
CCC1CCCCN1CCNC(=O)C1CCN(S(=O)(=O)c2c(C)noc2C)CC1 (stereo unspecified)	-3%	-7	-9%	8%	-2%	3%	0	10%
